Bioassay records from PubChem BioAssay.
USP10 block: inhibitors of human USP10 deubiquitinase; Ubiquitin carboxyl-terminal hydrolase 10 (Homo sapiens), Q14694; purified USP10, Ub-rhodamine fluorescence, 60 min; inhibition, % at 20 µM; 47,000 compounds, 1.1% hits; AID 1645856, 2021
USP28 block: inhibitors of human USP28 deubiquitinase. purified USP28, Ub-rhodamine cleavage fluorescence, 30 min. 47,000 compounds, 3% hits. inhibition, % at 25 µM. Ubiquitin carboxyl-terminal hydrolase 28 (Homo sapiens), Q96RU2. AID 1645857, 2021
USP7 inh: inhibitors of human USP7 deubiquitinase. Ubiquitin carboxyl-terminal hydrolase 7 (Homo sapiens), Q93009. purified USP7, Ub-rhodamine cleavage fluorescence. inhibition, % at 20 µM. 47,000 compounds, 0.3% hits
USP17 inh: inhibitors of human USP17 deubiquitinase; 47,000 compounds, 6.5% hits; purified USP17, Ub-rhodamine cleavage fluorescence, 3 h; AID 1645855, 2021; Ubiquitin carboxyl-terminal hydrolase 17-like protein 5 (Homo sapiens), A8MUK1; inhibition, % at 50 µM
Target sequence (A8MUK1 whole entry, looked up): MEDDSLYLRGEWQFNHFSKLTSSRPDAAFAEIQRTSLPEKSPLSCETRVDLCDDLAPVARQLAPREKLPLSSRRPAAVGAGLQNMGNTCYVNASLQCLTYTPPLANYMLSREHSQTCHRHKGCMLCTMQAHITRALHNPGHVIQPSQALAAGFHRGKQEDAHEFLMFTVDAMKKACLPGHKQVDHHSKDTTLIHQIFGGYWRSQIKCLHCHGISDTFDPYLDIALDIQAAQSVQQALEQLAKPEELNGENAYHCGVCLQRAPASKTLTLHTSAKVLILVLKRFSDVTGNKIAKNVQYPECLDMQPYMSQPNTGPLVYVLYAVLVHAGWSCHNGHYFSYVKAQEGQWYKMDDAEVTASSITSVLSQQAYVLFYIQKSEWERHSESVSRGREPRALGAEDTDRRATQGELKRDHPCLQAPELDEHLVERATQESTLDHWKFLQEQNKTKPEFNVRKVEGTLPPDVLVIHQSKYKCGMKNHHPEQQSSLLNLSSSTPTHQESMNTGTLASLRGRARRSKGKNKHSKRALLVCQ
USP30 inh: inhibitors of human USP30 deubiquitinase. Ubiquitin carboxyl-terminal hydrolase 30 (Homo sapiens), Q70CQ3. purified USP30, Ub-rhodamine cleavage fluorescence. inhibition, % at 25 µM. 47,000 compounds, 5.3% hits. AID 1645860, 2021
USP8 inh: inhibitors of human USP8 deubiquitinase; Ubiquitin carboxyl-terminal hydrolase 8 (Homo sapiens), P40818; purified USP8, Ub-rhodamine cleavage fluorescence, 30 min; inhibition, % at 20 µM; 47,000 compounds, 4.2% hits; AID 1645853, 2021
UCHL1 inh: inhibitors of human UCHL1 deubiquitinase; purified UCHL1, Ub-rhodamine cleavage fluorescence; inhibition, % at 20 µM; 47,000 compounds, 0.2% hits
Target sequence (P09936 whole entry, looked up): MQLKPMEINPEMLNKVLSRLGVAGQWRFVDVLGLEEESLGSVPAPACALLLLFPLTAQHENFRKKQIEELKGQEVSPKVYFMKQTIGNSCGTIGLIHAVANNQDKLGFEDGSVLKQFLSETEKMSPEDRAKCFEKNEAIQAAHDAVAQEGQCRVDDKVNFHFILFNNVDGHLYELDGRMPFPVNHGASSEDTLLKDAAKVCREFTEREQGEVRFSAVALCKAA
OTUD3 block: inhibitors of human OTUD3 deubiquitinase; OTU domain-containing protein 3 (Homo sapiens), Q5T2D3; purified OTUD3, Ub-rhodamine fluorescence, 2 h; inhibition, % at 25 µM; 47,000 compounds, 0.7% hits
The depositor's hits bear a star; i = inactive; nt = not tested or not shown. Rule as the data show it: active = inhibition above about 30%; inactive = the rest.

item	smiles	USP10 block	USP28 block	USP7 inh	USP17 inh	USP30 inh	USP8 inh	UCHL1 inh	OTUD3 block
1	COc1cccc2sc(=NC(=O)c3ccc(Cl)s3)n(C)c12	2	1	nt	28	10	1	0	2
2	CC(=O)NC(Cc1cccc(F)c1)C(=O)NC1CCN(c2nnnn2-c2ccccc2)CC1 (stereo not drawn)	0	-6	-3	6	0	0	-2	0
3	O=C(NCc1cccnc1)[C@H]1CC[C@@H]2[C@@H](CCN2c2ncccn2)O1	-8	-27	-5	-46	-78	-221	-7	-15
4	O=C(NCCC1=CCCCC1)c1cnc(Nc2ccc(F)cc2)c2ccccc12	5	14	5	0	11	5	11	4
5	CN([C@H]1CC[C@@]2(C)C[C@H](c3ccccc3)C[C@](C)(O2)[C@@H]1O)S(C)(=O)=O	-8	7	5	14	13	24	4	7
6	NC(=O)c1nc(-c2cccnc2)nc2c1[nH]c(=O)n2-c1ccc2c(c1)OCO2	25	53*	7	46*	16	53*	1	48*
7	CO[C@H]1CCC(O[C@@]2(C)C(CC3C[C@@H](OC)[C@@H](C)[C@]4(O3)O[C@@](C)(C3CCC(C5CCC(C6O[C@](C)(O)[C@H](C)C[C@@H]6C)O5)O3)[C@H](OC)[C@H]4C)O[C@](O)([C@@H](C)C(=O)O)[C@@H](C)[C@@H]2OC)O[C@@H]1C (stereo partly drawn)	8	-8	0	-6	0	8	-2	-11
8	Cc1ccc(S(=O)(=O)n2ccn(C(=O)c3ccccc3Br)c2=O)cc1	1	-1	-3	6	0	-4	-1	-1
9	O=C(O)c1ccccc1C(=O)N1CCN(c2ccncc2)CC1	2	7	5	6	20	18	1	12
10	Cc1ccc(C(=O)c2cn(CC(=O)Nc3ccc(C(C)C)cc3)c3ccc(C)cc3c2=O)cc1	-2	nt	-1	10	nt	-1	-6	-7
11	CCn1c(=O)c(N2CCN(S(=O)(=O)c3ccc4c(c3)CCC4)CC2)nc2ccncc21	2	5	7	-8	-4	-15	4	6
12	COc1ccc2cc3c(nc2c1)OC(=O)N(Cc1ccc(F)cc1)C3	1	-1	7	20	15	-37	-1	2
13	Cc1cccc(S(=O)(=O)N2CC(C(=O)NC3CCCCC3)C3(CCOCC3)C2)c1 (stereo not drawn)	0	11	2	12	22	8	2	17
14	Cc1ccc2[nH]cc(S(=O)(=O)c3cc(Cl)cc(Cl)c3)c(=O)c2c1	8	-3	13	48*	-33	13	1	7
15	O=C(C1CCN(Cc2cccnc2)CC1)N1CCN(C(c2ccccc2)c2ccccc2)CC1	-6	6	1	-1	-1	-3	1	2
16	CC(C)c1ccc(NC(=O)Cn2cnc3c(nc4n3CCCCC4)c2=O)cc1	0	-7	-1	-4	-24	-10	-4	-9
17	O=C(Cn1cccc1-c1nnc(C2CC2)o1)N1CCN(c2ccccc2F)CC1	5	5	4	4	15	12	3	9
18	COc1ccc(-c2ccc(N3CCN(C)CC3)nn2)cc1S(=O)(=O)N1CCCC1	-1	13	5	14	26	14	3	11
19	O=C(CN1CCCN(c2cc(-c3ccc(N4CCOCC4)cc3)ncn2)CC1)N1CCOCC1	-3	-3	5	-7	-38	0	2	-4
20	COc1ccc(N(CC(=O)N2CCc3ccccc32)S(=O)(=O)c2ccccc2)cc1	3	-2	4	1	2	1	5	0

Compound profiles, from the list above. Values in the order: USP10 block | USP28 block | USP7 inh | USP17 inh | USP30 inh | USP8 inh | UCHL1 inh | OTUD3 block
CO[C@H]1CCC(O[C@@]2(C)C(CC3C[C@@H](OC)[C@@H](C)[C@]4(O3)O[C@@](C)(C3CCC(C5CCC(C6O[C@](C)(O)[C@H](C)C[C@@H]6C)O5)O3)[C@H](OC)[C@H]4C)O[C@](O)([C@@H](C)C(=O)O)[C@@H](C)[C@@H]2OC)O[C@@H]1C (stereo partly drawn) as listed: 8 | -8 | 0 | -6 | 0 | 8 | -2 | -11
COc1cccc2sc(=NC(=O)c3ccc(Cl)s3)n(C)c12 as listed: 2 | 1 | nt | 28 | 10 | 1 | 0 | 2
Cc1ccc(C(=O)c2cn(CC(=O)Nc3ccc(C(C)C)cc3)c3ccc(C)cc3c2=O)cc1 as listed: -2 | nt | -1 | 10 | nt | -1 | -6 | -7
COc1ccc2cc3c(nc2c1)OC(=O)N(Cc1ccc(F)cc1)C3 as listed: 1 | -1 | 7 | 20 | 15 | -37 | -1 | 2

More compounds follow.
item	smiles	USP10 block	USP28 block	USP7 inh	USP17 inh	USP30 inh	USP8 inh	UCHL1 inh	OTUD3 block
21	CC(NC(=O)c1cc(-c2ccc(C(C)(C)C)cc2)nc2ccccc12)C1CC2CCC1C2 (stereo not drawn)	2	-14	0	6	-9	-5	-2	-9
22	CC(C)Cc1nc(SCC(=O)Nc2cccc3ccccc23)c2c(=O)n(C)c(=O)n(C)c2n1	0	5	6	11	18	9	0	7
23	O=[N+]([O-])c1ccc(/C=C/c2nc(-c3ccc(F)cc3)cs2)cc1	-6	-198	-25	-132	i	-20	-24	-118
24	O=C(Nc1ccc(N2CCOCC2)cc1)C1CCCCN1S(=O)(=O)c1ccccc1 (stereo not drawn)	4	9	3	7	3	11	2	3
25	COc1ccc2nc(NC(=O)c3cc4ccc5cccnc5c4[nH]3)sc2c1	33*	1	22	8	3	80*	12	6
26	Cc1cc(F)ccc1N1C(=O)CN(S(C)(=O)=O)CC1(C)C(=O)NC1CCCC1 (stereo not drawn)	4	-4	2	0	-2	9	-2	-2
27	Cc1ccccc1Nc1nc(Nc2ccccc2C)nc(N2CCCCC2)n1	0	7	7	8	14	21	3	8
28	CCCCOc1ccc(C(=O)N2CCN(c3ccc(N4CCCCC4)nn3)CC2)cc1	-1	0	-6	0	17	1	0	5
29	O=C(Cc1nc(-c2ccccc2)n[nH]1)Nc1ccc(F)cc1F	-5	-6	-1	-19	-21	-1	-3	-16
30	O=C(CN1CCC(S(=O)(=O)c2ccc(-c3ccsc3)cc2)CC1)c1ccc(F)cc1	-10	-28	-16	-31	-114	-6	-11	-29
31	COCCCn1c(C(=O)N2CCCCC2)cc2c(=O)n3ccccc3nc21	0	-14	-8	-6	-8	0	0	-6
32	Cn1nc(-c2ccccc2F)c2cc(C(=O)NCCc3ccc(S(N)(=O)=O)cc3)sc21	7	22	8	10	32*	33*	5	1
33	CNc1nc(C2CCCCN2C(=O)c2cccc3cccnc23)nc2c1CCN(C(C)=O)C2 (stereo not drawn)	2	7	1	4	-1	-5	2	8
34	Nc1nccnc1C1CN(C(=O)c2ccc3c(c2)CCCC3)CCO1 (stereo not drawn)	1	19	-7	2	19	-3	1	13
35	CN1[C@@H](CCC(=O)N2CCN(c3ccccc3)CC2)CNC(=O)[C@H]2NCC[C@H]21	2	14	5	7	17	2	2	12
36	CCCC(=O)N1CCC(c2cc(=O)[nH]c(-c3ccccn3)n2)C1 (stereo not drawn)	1	nt	1	-52	nt	1	-2	10
37	Cc1ccc(C(=O)Nc2ccc3c(c2)ncn3C)cc1	1	17	3	3	8	4	1	1
38	Cc1nn(-c2ccccc2)c(N2CCCC2)c1/C=C(\C#N)c1nc2ccccc2s1	-10	-154	-69	-108	-398	-127	-82	-84
39	C[C@H](NC(=O)C1CCC(Cn2cnc3ccccc3c2=O)CC1)C(=O)O (stereo partly drawn)	2	2	5	6	14	7	2	13
40	CN(C(=O)Cc1ccccc1F)c1nc2c(s1)CCc1occc1-2	1	4	-52	-8	-16	-229	1	-6

Following part:
item	smiles	USP10 block	USP28 block	USP7 inh	USP17 inh	USP30 inh	USP8 inh	UCHL1 inh	OTUD3 block
41	O=C1CC2(C(=O)N(Cc3ccccc3Cl)c3ccccc32)c2cn[nH]c2N1 (stereo not drawn)	3	8	-13	2	7	1	1	3
42	CCN1CCC(n2c(C(F)(F)F)nc3c(Oc4ccccc4)cccc32)CC1	0	-3	-6	-8	-7	-5	-4	-11
43	CCCN1CNc2c(c(=O)[nH]c(=O)n2CCc2ccccc2)C1	0	-1	1	1	-11	-7	0	3
44	O=S(=O)(Nc1cccc(-c2nnc(-c3ccccc3)o2)c1)c1ccccc1F	20	1	2	5	11	0	3	-1
45	COc1ccc(NC(=O)Nc2ccc(CCc3nc4ccccc4[nH]3)cc2)cc1OC	2	-12	-2	nt	-9	-55	0	13
46	COc1ccc(CNc2ncnc3c2[nH]c2ccc(F)cc23)cc1OC	-1	-3	1	11	-29	-3	3	-1
47	CCn1c(=O)c(C(=O)N2CCN(c3ccc(C)cc3)CC2)nc2cccnc21	0	-2	-3	-6	-4	-15	1	3
48	Fc1ccc(Nc2ncnc3c(-c4ccccc4)noc23)cc1	5	6	4	44*	46*	6	-2	3
49	COc1ccccc1C(=O)n1ccn(S(=O)(=O)c2ccc(C)cc2)c1=O	4	-1	-6	-2	1	-47	-7	0
50	CC(c1ccccc1)N1CC(O)=C(c2nc3ccccc3s2)C1=N (stereo not drawn)	45*	2	30*	9	1	90*	0	7
51	O=C(Cc1n[nH]c(Cc2ccc(F)cc2)n1)NC1CCCCCC1	-2	4	-27	9	3	42*	0	1
52	CN1c2ccc(F)cc2C(=O)NC12CCN(C(=O)NCc1ccc(F)cc1)CC2	4	8	-5	0	8	5	2	5
53	NS(=O)(=O)c1ccc(CCNC(=O)CSc2ncccn2)cc1	0	-5	0	-1	-2	-177	-3	0
54	CS(=O)(=O)c1cccc(C(=O)Nc2sc3c(c2C(N)=O)CCCC3)c1	20	0	7	36*	15	10	1	8
55	Cc1ccc2nc(C(=O)N3CCN(CCOc4ccc(F)cc4)CC3)[nH]c2c1	0	-15	-2	-4	-28	-3	-1	-15
56	Cc1ccc2c(c1)c(N1CCCC1=O)c(C(=O)NCC1CCCO1)n2C (stereo not drawn)	2	10	3	12	29	20	0	15
57	CC(C)=C/C=C\[C@H](C)[C@H]1CC[C@]2(C)C[C@H]3[C@H](C(=O)C[C@@]3(C)O)/C(C=O)=C\C[C@@H]12	-8	3	8	21	6	-15	1	8
58	O=C(CSc1ncnc2ccccc12)Nc1ccc(OC(F)(F)F)cc1	0	-10	1	-2	-6	-18	-3	0
59	Cc1ccc(S(=O)(=O)CNC(=O)C(C)(C)C)cc1	2	11	6	19	10	20	1	18
60	O=C1CN2CC(c3ccccc3S2(=O)=O)N1Cc1ccccc1 (stereo not drawn)	2	-5	1	13	0	9	-1	-4

Going on with the list:
item	smiles	USP10 block	USP28 block	USP7 inh	USP17 inh	USP30 inh	USP8 inh	UCHL1 inh	OTUD3 block
61	Cc1nnc(SCC(=O)Nc2cccc3ccccc23)n1CCc1ccccc1	1	-8	-8	-3	4	-81	0	-6
62	COc1ccccc1-c1nc2c([nH]1)c(=O)n(C)c(=O)n2C	-5	-16	-2	-41	-127	-18	-4	-9
63	O=S(=O)(NC1CCN(c2ncnc3c2CCC3)C1)c1ccccc1 (stereo not drawn)	-2	0	0	-4	17	0	0	17
64	O=C(CC1CCCC1)N1CCc2sccc2C1	-2	13	-119	12	18	4	2	12
65	Cc1ccccc1-c1noc(-c2cccnc2NCc2ccccc2)n1	-9	-13	0	14	-29	4	-4	-10
66	CCn1c(=O)c2cc(C(=O)NCc3cc(C)ccc3C)nn2c2ccccc21	1	-8	9	1	2	-10	3	-7
67	COc1ccc(NC(=O)C2Cc3ccccc3CN2S(=O)(=O)c2ccc(F)cc2)cc1OC (stereo not drawn)	2	19	5	1	-3	4	3	0
68	CCOc1ccc(-n2nnnc2SCC(=O)c2ccc(Br)cc2)cc1	3	13	8	12	12	13	0	13
69	CC(=O)N(C)c1ccc(NC(=O)c2ccccc2Oc2ccccc2)cc1	-3	0	-5	-9	-6	-12	0	-3
70	CCCCCCSc1ncnc2c1sc1nc(-c3ccccc3)c3c(c12)CC(C)(C)OC3	-3	-1	1	3	-3	-5	-3	-7
71	CCOC(=O)C1CCCN(C(=O)c2ccccc2NS(=O)(=O)c2ccc(F)cc2)C1 (stereo not drawn)	4	-6	0	-3	-16	-21	-1	-2
72	O=C(c1ccc(Cl)cc1)N1CCCC1c1ccnc(Nc2cnccn2)n1 (stereo not drawn)	0	-8	-1	-10	-3	0	-1	0
73	CCS(=O)(=O)N1CCC(c2nc(N3CCCC3)ncc2-c2cc(C)no2)CC1	0	1	0	26	30	8	0	3
74	CC(=O)CN1CC2(CCN(C(=O)c3cccn3C)CC2)COc2ccccc2S1(=O)=O	-7	-42	-15	-36	-138	-36	-11	-36
75	O=C(Nc1cccc(-c2noc(C3CC3)n2)c1)C1CC(=O)N(c2ccccc2)C1 (stereo not drawn)	5	-4	-4	40*	-3	36*	-1	-6
76	O=C(c1ccc(C(F)(F)F)cc1)N1CCN(Cc2cc(=O)n3ccsc3n2)CC1	-1	-12	-2	-28	-14	-90	-2	-10
77	Cc1cccc2c(=O)n(C3CCN(S(=O)(=O)c4ccccc4)CC3)cnc12	-1	3	1	44*	9	-3	14	1
